# Assay outcomes: PubChem BioAssay, several laboratories
# Lipid droplet = inhibitors of hepatocyte lipid droplet formation, primary screen, imaging, high-throughput imaging, BODIPY stain; AML12 mouse hepatocytes, oleate lipid droplets; inhibition, % at 6.5 µM; hit rate 0.4% among 240,000; AID 1656, 2009;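 active means lipid droplet intensity inhibited by at least 50%, with more than 500 cells counted; inconclusive means wells with under 300 cells, treated as cytotoxic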
#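 Material – mouse AML12 hepatocyte cell line, fixed after treatment · Compound dosing – one dose, 6.5 µM compound · Times – compound with oleate, overnight · Measured by – Image-based BODIPY and DAPI two-channel analysis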
# ER stress rescue = rescue of cells from ER stress-induced death, primary screen, 384-well, CSM14.1, thapsigargin, ATP luminescence (AID 1222); CSM14.1 thapsigargin-induced death rescue, ATP luminescence; higher % means a stronger effect; 190,000 tested, under 10 active; cellular ATP content (survival), % at 20 µM, or EC50 in µM where a hit was titrated;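 active means EC50 below 50 µM in the dose-response confirmation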;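 further: death triggered by thapsigargin at about 15 µM added after 2 h compound pretreatment; cell ATP read after overnight thapsigargin exposure of roughly 18 to 22 hours; normalized against plate controls of thapsigargin alone and 5% DMSO vehicle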
# Siah-1 displacement = Siah-1 peptide-binding antagonists, primary screen, biochemical, fluorescence polarization, rhodamine-plectin, uHTS (AID 1817); E3 ubiquitin-protein ligase SIAH1 (Homo sapiens); Siah-1 / rhodamine-plectin peptide fluorescence polarization; higher % means a stronger effect; one-dose displacement, % at 20 µM; IC50 in µM for titrated hits; hit rate 0.02% among 290,000;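 active means displacement of at least 50% at 20 µM, with a fluorescence ratio check between 0.3 and a set limit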;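 further: plate controls were Siah plus tracer with DMSO for no effect and tracer alone without Siah for full effect; strong numbers were not always called active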
# P. falciparum M17LAP = P. falciparum M17LAP inhibitors, primary screen, biochemical, fluorogenic H-Leu-NHMec substrate, 1536-well (AID 1619); inhibition, % at 30 µM, or IC50 in µM where a hit was titrated; recombinant M17LAP, H-Leu-NHMec fluorogenic kinetic assay; higher % means a stronger effect; hit rate 0.38% among 220,000; Leucine aminopeptidase (Plasmodium falciparum (isolate 3D7));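 active means compound inhibiting the enzyme by more than half at any dose during confirmatory dose-response retesting; inconclusive means strong single-dose inhibitors picked by rank but not retested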;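 further: plate controls were full reaction with DMSO carrier for no effect and no enzyme background for full effect; strong numbers were not always called active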
# HEK293 NOD2/NF-kB = NOD2 signaling inhibitors, cell-based, luminescence, uHTS, HEK293 (AID 1566); hit rate 0.63% among 290,000; HEK293 NOD2/NF-kB luciferase reporter, luminescence; higher % means a stronger effect; one-dose inhibition, % at 4 µM; EC50 in µM for titrated hits; further: many of its hits are not listed in these tables
# XIAP displacement = XIAP antagonists, biochemical, IAP family, fluorescence polarization (AID 1018) | displacement, % at 20 µM, or IC50 in µM where a hit was titrated | XIAP BIR domain, fluorescence polarization peptide displacement; higher % means a stronger effect | hit rate 0.007% among 200,000; in the data active means displacement above about 50%; further: a part of the inactive calls stands beside numbers as strong as those of hits
# LYP inhibition = inhibitors of LYP phosphatase, biochemical, fluorescence intensity, uHTS (AID 1779). recombinant LYP phosphatase, fluorescence intensity; higher % means a stronger effect. one-dose inhibition, % at 11.5 µM; IC50 in µM for titrated hits. Tyrosine-protein phosphatase non-receptor type 22 (Homo sapiens). hit rate 0.054% among 290,000;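 further: plate controls were vehicle with enzyme for no effect and no enzyme for full effect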
# AID2073 = inhibitors of Mint1-CaV2.2 protein interaction, biochemical, HTRF (AID 2073). HTRF protein-protein interaction, Mint1-CaV2.2; higher % means a stronger effect. one-dose inhibition, % at 20 µM; IC50 in µM for titrated hits. hit rate 0.19% among 290,000; in the data active means inhibition mostly above about 51%, no sharp cut-off; inconclusive means no clear call, values can overlap the other calls; inactive means mostly below about 53%; further: some results filed as inactive read as strong as hits
# P. falciparum M1AAP = P. falciparum M1AAP inhibitors, biochemical, fluorogenic H-Leu-NHMec substrate, 1536-well (AID 1445) | inhibition, % at 30 µM, or IC50 in µM where a hit was titrated | hit rate 0.42% among 220,000 | recombinant M1AAP, H-Leu-NHMec fluorogenic kinetic assay; higher % means a stronger effect;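 active means primary inhibition above the hit cutoff, then over 50% inhibition at one or more dose response concentrations, cut at about 23% in these data, passing the limit was not always enough; inconclusive means conflicting primary data, or primary hits not chosen for dose response; inactive means low primary inhibition, or under 50% at every dose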;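 further: plate controls were DMSO full reaction for no effect and no enzyme background for full effect; strong numbers were not always called active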
# Lipid droplet cells 6.5 µM = second read-out of Lipid droplet, no call of its own (marks repeat the call); cell count; measured here: cell count, cytotoxicity flag;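 cells counted across two imaged fields per well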
# Active calls of the source: *; ? = inconclusive; . = no result given. Unless noted, no stated cut-off is given here; in the data, active means inhibition above about 50%; inactive means the rest. An excerpt. The share of hits here may be higher or lower than overall.
no.	SMILES	Lipid droplet	Lipid droplet cells 6.5 µM	ER stress rescue	Siah-1 displacement	P. falciparum M17LAP	HEK293 NOD2/NF-kB	XIAP displacement	LYP inhibition	AID2073	P. falciparum M1AAP
1	Cc1ccn2c(CNCCn3cccn3)c(C(=O)N3CCCCCC3)nc2c1	-2	654	0.1%	8%	24%	4%	-4.0%	-10%	-8%	10%
2	CN(C)c1ccc(C(=O)OCC(=O)Nc2ccc(S(N)(=O)=O)cc2)cc1	.	.	0.5%	1%	-1%	8%	-2.9%	-5%	5%	12%
3	CCOC(=O)N1CCC(NC(=O)c2ccc(NC(=O)C3CCCO3)cc2)CC1 (stereo not drawn)	.	.	-1.3%	-2%	12%	25%	-7.1%	-11%	7%	9%
4	CC1(C(=O)NCCc2c[nH]c3ccccc23)C=CCN1C(=O)c1ccccc1 (stereo not drawn)	1	631	-4.6%	6%	6%	0%	-5.9%	-9%	0%	4%
5	Cc1cccc(OCCCC(=O)Nc2ccccc2C(F)(F)F)c1	.	.	-0.3%	3%	-6%	11%	0.1%	-6%	9%	8%
6	O=C(CSc1nnc(-c2ccc(Cl)cc2Cl)n1C1CCCCC1)NC1CCS(=O)(=O)C1 (stereo not drawn)	.	.	-0.4%	2%	1%	8%	-3.8%	-2%	1%	55%
7	O=C(/C=C/c1cccc(Br)c1)NCC1CCCCC1	-1	704	0.6%	0%	1%	-10%	-5.3%	0%	-13%	1%
8	Cc1ccc(OCCCC(=O)Nc2ccc(S(=O)(=O)Nc3cc(C)on3)cc2)cc1	.	.	2.3%	4%	-9%	24%	-0.5%	-5%	-3%	20%
9	COc1ccccc1CNC(=O)C(=O)Nc1nccs1	10	753	1.6%	1%	5%	11%	-2.2%	0%	18%	6%
10	OCC1(O)OC[C@@H](O)[C@H]1O (stereo partly drawn)	-2	603	.	-2%	-4%	-19%	.	-5%	7%	-8%
11	CC1CC(=O)N(C)c2ccc([N+](=O)[O-])cc2N1 (stereo not drawn)	4	571	1.0%	-1%	5%	-2%	-9.3%	-4%	2%	6%
12	COc1cccc(N(C(=O)Cn2nnc(-c3ccc(Cl)cc3)n2)C(C(=O)NCC2CCCO2)c2ccc(C)cc2)c1 (stereo not drawn)	4	754	2.3%	1%	17%	4%	-6.4%	-2%	16%	-5%
13	CSc1sc(C)cc1C1C(C#N)=C(N)N(c2cccnc2)C2=C1C(=O)CCC2 (stereo not drawn)	.	.	3.3%	0%	-11%	-3%	-4.0%	-3%	36%	8%
14	COCCn1nnnc1C(c1cccs1)N1CCN2CCCC2C1 (stereo not drawn)	-1	734	2.6%	10%	-6%	4%	-8.7%	-8%	?	2%
15	Cc1nn(CC(=O)N2CC(=O)Nc3ccccc32)c(C)c1[N+](=O)[O-]	4	700	-0.2%	14%	1%	-4%	-3.3%	-5%	-3%	6%
16	CC(C)Oc1cccc(C(=O)C2CCCN(C(=O)c3cc(C(F)(F)F)[nH]n3)C2)c1 (stereo not drawn)	-30	735	.	-4%	.	27%	.	-9%	2%	.
17	CC(Oc1ccc2c3c(c(=O)oc2c1)CCCC3)C(=O)NCC(O)c1ccccc1 (stereo not drawn)	2	768	.	4%	.	10%	.	-13%	20%	.
18	CCOC(=O)c1sc2nccc(OC)c2c1N=CNOC	9	721	-0.8%	8%	2%	24%	-5.4%	5%	10%	6%
19	CC1CCC2(CC1)NC(=O)N(CC(=O)Nc1ccc(N3CCOCC3)cc1)C2=O (stereo not drawn)	17	701	0.5%	-1%	59µM*	9%	-5.3%	-6%	9%	2%
20	C=CCSc1nc2sc(C)c(C)c2c(=O)n1CC=C	-10	704	-5.1%	3%	2%	0%	-4.3%	-2%	10%	0%
21	Cc1nnc(SCC(=O)Nc2ccccc2N2CCOCC2)s1	2	749	1.9%	-6%	6%	15%	-4.9%	-4%	12%	3%
22	O=C(CSc1ccc2nnc(CCNC(=O)c3ccccc3)n2n1)NCc1ccc(F)cc1	1	566	.	0%	.	-4%	.	-4%	9%	.
23	C[C@H](NC(=O)Cc1cccc2ccccc12)C(=O)NCc1ccccc1	-6	593	0.0%	4%	3%	12%	-7.3%	-8%	-2%	4%
24	O=C1C2CCCN2C(c2ccc(F)cc2)N1c1nccs1 (stereo not drawn)	.	.	-1.2%	-2%	1%	10%	-6.6%	-5%	-11%	-1%
25	O=C(Nc1ccc(Cl)cc1)C1C2CCCCC21 (stereo not drawn)	-6	885	.	1%	.	-61%	.	2%	-1%	.
26	CCC(C)(C(=O)NC1CCCCC1)N(Cc1cccs1)C(=O)CC1NC(=O)NC1=O (stereo not drawn)	-9	568	-0.1%	10%	-9%	6%	-5.2%	-10%	0%	3%
27	C=CCn1c(C)cc(C(=O)CSc2nnc(NC(C)C)s2)c1C	.	.	-1.8%	0%	-2%	-4%	-20%	-2%	6%	2%
28	CCCN1C(=S)SC(C)(C)C1/[N+]([O-])=C/c1ccc(S(=O)(=O)NC)cc1 (stereo not drawn)	-13	752	.	-2%	-4%	-4%	.	2%	-1%	0%
29	Cn1cnc([N+](=O)[O-])c1SCC(O)CCl (stereo not drawn)	23	742	.	6%	6%	11%	1.1%	-4%	8%	10%
30	CCNC(=S)NNC(=O)c1cc(-c2cc(C)ccc2C)nc2ccccc12	.	.	0.2%	-5%	-10%	-1%	-3.2%	7%	-4%	?
31	O=C(Nc1ccon1)c1ccccc1F	1	751	0.3%	1%	5%	-7%	-0.8%	-6%	26%	11%
32	CC1CCCN(C(=O)CSc2nnc(-c3ccncc3)n2C)C1 (stereo not drawn)	-5	676	0.6%	0%	24%	15%	-8.4%	1%	2%	11%
33	O=[N+]([O-])c1ccccc1Oc1ccc(C(F)(F)F)cn1	17	697	-1.9%	4%	-6%	0%	-2.6%	3%	-2%	-4%
34	N#Cc1cc2c(nc1Cl)CCC2	-5	701	.	0%	-6%	-6%	.	1%	2%	4%
35	CCn1cc(C(=O)N2CCCCC2)c(=O)c2cc(S(=O)(=O)N3CCC(C)CC3)ccc21	.	.	-0.5%	-1%	9%	3%	-0.1%	0%	8%	8%
36	CCCCCCCCN=C1NC(=O)CS1	.	.	-1.5%	9%	-4%	6%	2.3%	-4%	-17%	0%
37	CC(=O)CC(C)(C)Nc1nc2cc([N+](=O)[O-])ccc2o1	4	657	.	1%	-5%	16%	.	-11%	-6%	-6%
38	CCOC(=O)c1c(NC(=O)COC(=O)c2ccccn2)sc2c1CCC2	10	623	1.2%	14%	-3%	18%	-5.5%	5%	1%	-1%
39	COc1ccc(OC)c(NC(=O)c2ccccc2SC)c1	-1	770	4.3%	-2%	3%	0%	-6.2%	-6%	-1%	-1%
40	CCCCN(CCCC)CCNC(=O)c1ccc2nc(-c3ccccc3NC(C)=O)c(=O)[nH]c2c1	2	701	6.0%	4%	10%	8%	-11%	3%	12%	9%
41	Fc1ccc(CNC(=S)Nc2cccc(C(F)(F)F)c2)cc1	-2	689	-2.5%	-2%	3%	-2%	-1.0%	2%	-3%	1%
42	CC1CCN(S(=O)(=O)c2cc(Br)cc(C(=O)NC3=NCCS3)c2)CC1	.	.	.	0%	4%	-1%	-2.4%	-4%	-8%	-11%
43	O=C(O)CCCNS(=O)(=O)c1ccc(Br)s1	7	736	-1.8%	-3%	-3%	7%	-5.0%	-1%	-4%	1%
44	CCN(CC)S(=O)(=O)c1ccc2c(c1)nc(CCC(=O)O)n2C	5	728	.	5%	-1%	24%	.	-14%	1%	2%
45	COCCn1c(SCC(=O)NC2CCCC2)nnc1-c1ccco1	4	849	.	2%	.	5%	.	-8%	-6%	.
46	O=C(Nc1cccc(F)c1)NC1(C(=O)N2CCOCC2)CCCCC1	12	629	-0.8%	5%	0%	7%	-7.3%	-4%	-8%	8%
47	C/C=N/N(c1ccccc1)c1ccccc1	-11	756	.	16%	-5%	6%	.	-9%	6%	1%
48	O=C(C1=C(O)C(=O)N(Cc2ccco2)C1c1cccc([N+](=O)[O-])c1)c1ccco1 (stereo not drawn)	-1	843	.	2%	.	-4%	.	-3%	1%	.
49	c1ccc(C(c2ccccc2)c2noc(CN3CCN(C4CCCC4)CC3)n2)cc1	-25	763	-2.0%	1%	2%	1%	-5.2%	-6%	3%	3%
50	COC(=O)/C(C#N)=C/c1c(N2CCCCCC2)nc2ccccn2c1=O	-10	819	.	-3%	.	9%	.	0%	4%	.
51	Cc1cccc(Cc2c(C)[nH]c(=O)c(C#N)c2C)c1	20	708	1.7%	7%	9%	10%	-6.1%	-9%	-10%	0%
52	C=CCSc1nc(C)c2cc(C)cc(C)c2n1	-13	756	1.3%	1%	-1%	9%	-22%	-1%	-3%	14%
53	CC(Oc1ccccc1Br)C(=O)N1CCc2ccccc21 (stereo not drawn)	.	.	-0.3%	0%	-4%	-26%	-1.9%	-1%	-4%	-1%
54	CNC(=S)N1N=C(c2ccc(OC)cc2)CC1c1ccc(N(C)C)cc1 (stereo not drawn)	.	.	1.5%	3%	13%	-7%	1.5%	7%	-13%	2%
55	Cc1cc(/C=N/Nc2nc(N)ncc2[N+](=O)[O-])c(C)n1-c1ccccc1F	7	681	.	0%	-5%	.	.	3%	-1%	11%
56	CC(=O)OCCOc1nc(NC(C)C)nc(NC(C)C)n1	25	769	-3.0%	3%	0%	-3%	-4.0%	-3%	-5%	0%
57	COc1ccc(NC(=O)c2sc3nc(C)nc(N4CCN(c5ccccn5)CC4)c3c2C)c(OC)c1	-96	712	.	0%	.	50%	.	7%	17%	.
58	CC(C)C(NC(=O)c1ccco1)C(=O)NCC(c1ccco1)N1CCCCC1 (stereo not drawn)	-7	714	.	6%	5%	16%	1.1%	-5%	4%	12%
